# Bioassay records deposited in PubChem BioAssay by several laboratories.
# KLK5 inh: kallikrein 5 (human) inhibition. Q9Y337. recombinant hK5, fluorogenic AMC substrate cleavage. inhibition, % at 5 µM. 0.59% of 210,000 active;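 active = inhibition of 40% or more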;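 also: 0% = enzyme controls without compound and 100% = no-enzyme blanks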
# EBV gp42 inh: blocks Epstein-Barr virus glycoprotein 42 binding. 0.42% of 220,000 active. Fluorescence polarization binding assay, mP read-out. AID 1085. inhibition, % (tested at 21.74 µM); in the data active = inhibition above about 50%
# Target sequence (Q1HVG2 whole entry, looked up): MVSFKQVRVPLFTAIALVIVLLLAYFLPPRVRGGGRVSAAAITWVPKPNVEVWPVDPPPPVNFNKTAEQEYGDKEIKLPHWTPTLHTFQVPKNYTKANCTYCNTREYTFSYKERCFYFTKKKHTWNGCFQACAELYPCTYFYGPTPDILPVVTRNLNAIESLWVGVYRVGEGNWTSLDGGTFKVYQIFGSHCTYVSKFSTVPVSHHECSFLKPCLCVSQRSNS
# Rad51 HR inh: blocks human Rad51 in homologous recombination; Q06609; hRad51 DNA strand exchange, fluorescence dequenching; inhibition, % at 10 µM; 0.085% of 200,000 active;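 active = inhibition above 40% at the single screening dose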;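 also: 0% = DMSO control wells and 100% = blanks with heterologous ssDNA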
# Target sequence (Q06609 whole entry, looked up): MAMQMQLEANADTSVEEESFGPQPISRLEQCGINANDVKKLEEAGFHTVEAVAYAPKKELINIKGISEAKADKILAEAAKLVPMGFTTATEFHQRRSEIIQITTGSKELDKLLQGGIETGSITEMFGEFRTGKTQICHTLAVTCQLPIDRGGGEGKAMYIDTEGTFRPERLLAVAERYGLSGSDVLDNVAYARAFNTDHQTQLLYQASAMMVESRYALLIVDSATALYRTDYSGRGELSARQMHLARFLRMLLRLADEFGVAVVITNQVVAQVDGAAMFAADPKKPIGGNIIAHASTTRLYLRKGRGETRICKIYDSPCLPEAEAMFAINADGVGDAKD
#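 System: hRad51 filaments on single-stranded DNA; reagent: Fluorescein- and BHQ1-tagged 47-mer duplex; compound dosing: one concentration, 10 µM final; timing: filaments 15 min 37 °C, then compound 30 min; measured by: fluorescein emission 520 nm, excitation 485 nm; benchmarks: per-plate controls and blanks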
# thrombin 1536: inhibitors of human thrombin. P00734. alpha-thrombin, Boc-VPR-AMC fluorogenic substrate cleavage. inhibition, % at 5 µM. 0.26% of 220,000 active;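 active = inhibition at or above 40%; inactive = inhibition below 40%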;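 also: 0% = enzyme with no compound and 100% = wells without enzyme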
#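 Material: human alpha-thrombin enzyme / Medium: pH 7.5 Tris (50 mM) with NaCl 150 mM, Tween 20 0.05% / Compound: single-point dosing at 5 µM, 0.2% DMSO / Incubation: enzyme reaction carried out at room temperature / Detection: AMC fluorescence, 355/460 nm / Read-out basis: percent inhibition scaled between no-compound controls and no-enzyme blanks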
# Furin inh: inhibitors of human furin; AID 463115; inhibition, % at 30 µM; 0.061% of 220,000 active; purified furin, fluorogenic substrate cleavage; P09958; in the data active = inhibition above about 25%; also: inactives centre near -15
# Cl transport mod: modulators of human KCC2 chloride dependent transport. B-score of Tl+ flux slope (higher = more flux/activation; lower = inhibition) at 10 µM. KCC2 cells, thallium flux FluoZin-2 fluorescence. 2.2% of 190,000 active. Q9H2X9. AID 1456;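 active = thallium flux slope and its plate-corrected score both differing from the plate sample mean at a set confidence after two filtering rounds, in either direction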;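 also: slope of fluorescence scaled to starting intensity during 10 to 20 s after thallium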
# NCF1 inh: inhibitors of human p47phox binding; P14598; p47phox/p22phox peptide binding, fluorescence polarization, 2 h; inhibition, % at 24.7 µM; 0.53% of 220,000 active;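 also: 0% = p47phox with labelled peptide and 100% = labelled peptide alone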
# Target sequence (P14598 whole entry, looked up): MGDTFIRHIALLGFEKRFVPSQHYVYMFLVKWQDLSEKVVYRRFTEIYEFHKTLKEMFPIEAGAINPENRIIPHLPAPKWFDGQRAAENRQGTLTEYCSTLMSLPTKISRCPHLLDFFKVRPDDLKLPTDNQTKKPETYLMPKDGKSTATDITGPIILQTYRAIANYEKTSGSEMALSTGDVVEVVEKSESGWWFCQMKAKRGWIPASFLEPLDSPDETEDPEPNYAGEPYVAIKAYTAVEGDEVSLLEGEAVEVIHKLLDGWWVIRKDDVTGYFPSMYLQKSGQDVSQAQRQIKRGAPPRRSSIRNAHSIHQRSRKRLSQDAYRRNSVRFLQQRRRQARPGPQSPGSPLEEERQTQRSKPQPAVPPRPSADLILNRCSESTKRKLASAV
# eIF4E-4G inh: eIF4E/eIF4G interaction inhibition in translation initiation | TR-FRET eIF4E-eIF4GI(517-606) binding, 2 h | P63073+Q04637 | 0.37% of 220,000 active | inhibition, % at 21.7 µM;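 also: 0% = full FRET control wells and 100% = background wells lacking eIF4GI fragment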
# 14-3-3 Bad PPI: disrupts binding of bovine 14-3-3 zeta to phospho-Bad peptide | P63103 | TR-FRET 14-3-3zeta/Dy647-pBad peptide displacement, 1 h | inhibition, % at 21.7 µM | 0.71% of 220,000 active | AID 781;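 active = inhibition above about 70%, limit read from the data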;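 also: 0% = full 14-3-3 plus peptide FRET controls and 100% = background without 14-3-3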
# The depositor's hits bear a star; nt = not tested or not shown; [ ] = another dose, or the depositor's remark.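 The calls were made as follows, unless noted: active = inhibition above about 30% (limit read from the data); inactive = the rest.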
KLK5 inh,Molecule,EBV gp42 inh,Rad51 HR inh,thrombin 1536,Furin inh,Cl transport mod,NCF1 inh,eIF4E-4G inh,14-3-3 Bad PPI
-1,CCC(C)N1C(=O)CCC1C(=O)N1CCN(c2ccccc2F)CC1 (stereo not drawn),-8,0,2,-24[20 µM],1.2,-10,1,-2
-16,O=C(O)CNC(=O)CC1S/C(=N/N=C/c2ccccc2O)NC1=O (stereo not drawn),-2,-1,11,0,0.18,-2,-6,-14
-1,CC1CCN(CCCCOc2ccc(C(=O)c3ccccc3)cc2)CC1,-2,-5,2,-10[20 µM],0.71,27,nt,nt
-5,CC1CC(C)CN(C(=O)c2ccncc2)C1 (stereo not drawn),-19,-5,3,-20[20 µM],nt,11,-11,2
-9,O=C(O)c1cccnc1SCc1cn2cc(Cl)ccc2n1,-10,15,1,-11,-0.57,-5,-3,-5
11,CN(C)C=Nc1c(C(=O)c2ccccc2)sc2nccc(N(C)C)c12,-8,14,3,-13,-0.56,-1,0,1
-9,CCCCNC(=O)C1CCCN1C(=O)NC1CCCCC1 (stereo not drawn),-11,5,-1,-11[20 µM],-0.41,-11,0,4
-2,Cc1cc(C(=O)Nc2ccc(F)cc2C)n(-c2ccccc2)n1,-5,-5,-7,-20,1,0,-2,2
4,COc1ccc(N=C/C=C2\C=C(c3ccccc3)OC(C)(C)O2)cc1,5,-12,-1,-9[20 µM],-0.18,-2,4,50[fluorescence artefact?]
-9,CCOC(=O)c1c(NC(C)=O)sc2c(O)cccc12,-10,-9,-2,-12,-0.15,6,-1,-4
-16,COc1ccccc1CNC(=O)COC(=O)/C=C/c1cccs1,-11,0,-18,-1,-1.1,-2,7,-6
-6,CN(C)CC(O)COc1cccc(OCC(O)CN(C)C)c1 (stereo not drawn),-21,nt,5,-24,nt,-3,1,-6[fluorescence artefact?]
1,CCOC(=O)C(C)(C)N(Cc1cccc(C)c1)S(=O)(=O)c1ccc(Cl)c([N+](=O)[O-])c1,-12,0,-2,-8,0.45,-21,-10,-2
-1,CCCCC(=O)Nc1cc(OCC)c(NC(=O)c2ccccc2[N+](=O)[O-])cc1OCC,-26,0,1,-17[20 µM],nt,0,nt,nt
-9,O=C(Cc1ccccc1)N1CCC(c2nc3ccccc3[nH]2)CC1,-10,0,2,-22,nt,-2,12,-1
1,O=C1c2ccccc2C(=O)N1CCCCN(C(=O)c1ccc([N+](=O)[O-])cc1)c1ccc(Cl)cc1,-15,-5,-4,-11,-0.4,-22,-7[fluorescence artefact?],-4
-7,COc1cc(/C=N/N=C2/C(=O)Nc3ccccc32)cc(OC)c1O,-12,nt,-1,-23,-0.0082,-19,-10,-4
-2,Cc1cccc(NC(=O)c2ccc(CN3CCN(Cc4ccccc4)CC3)cc2)c1,5,7,-13,-11,-0.58,-2,0,-5
-12,COc1ccc(NC(=O)CC2C(=O)N(C)C(=S)N2Cc2ccncc2)cc1 (stereo not drawn),0,11,5,-32,0.12,1,-2,0
-9,c1ccc(Cn2nnnc2C(c2ccccc2)N2CCN(c3nc4ccccc4s3)CC2)cc1 (stereo not drawn),-13,-4,0,-21,nt,-1,1,6
nt,Cc1oc(-c2cccs2)nc1CN1CCC(c2ccccc2)CC1,-15,nt,-5,-11,0.68,-26,1,0
-1,O=C(Oc1cccc2c(=O)[nH]ccc12)c1ccccc1,-11,18,4,-15,-0.4,-2,9,78*
-21,O=S(=O)(c1ccc(NC(=S)N/N=C/c2cccc(Oc3ccccc3)c2)cc1)N1CCOCC1,3,0,1,-20,1.4,-5,-10,-20
-7,CSc1nnc(NC(=O)c2ccc(C)c(S(=O)(=O)N3CCOCC3)c2)s1,-10,2,-1,11[20 µM],nt,-8,-2,-3
-2,CC1=NN(C(N)=S)C(=O)C1N=Nc1cccc2ccccc12 (stereo not drawn),-9,3,nt,-27,5.4*,9,-6,-23
-1,O=C(Nc1nnc(CC(c2ccccc2)c2ccccc2)s1)c1ccco1,-16,-2,2,-14[20 µM],0.0067,-17,-17[fluorescence artefact?],0[fluorescence artefact?]
-1,O=C(CN1CCCCCCC1)Nc1cccc(Cl)c1Cl,-10,4,-5,-14,1.3,-7,1,-4
-3,COc1ccc(/C=C/C(=O)Nc2ccc(-n3nncc3-c3ccccc3)cc2)cc1OC,-11,-6,-1,-5,-0.93,-35,-2[fluorescence artefact?],1[fluorescence artefact?]
-1,c1cc2c(cc1C1=Nn3c(nnc3C3CCCCC3)SC1)OCO2,-11,-2,1,-7[20 µM],-0.84,-5,-4[fluorescence artefact?],5
13,NC(=O)COC(=O)c1cccc(S(=O)(=O)N2CCCCC2)c1,6,-9,0,-7,-0.69,-1,1,13
22,C/C(N)=C(/C#N)C(=O)COC(=O)C1CCC(C(C)(C)C)CC1 (stereo not drawn),1,-3,-4,0[20 µM],nt,-3,6,0
-1,O=C(NC1CC1)c1ccc(CN(c2ccccc2)S(=O)(=O)c2ccccc2)cc1,6,-15,7,-20,0.55,6,0,-4
8,COc1ccc(CN2CC(C(=O)NCc3ccccn3)CC2=O)cc1 (stereo not drawn),12,-5,-3,-24[20 µM],0.64,12,-5[fluorescence artefact?],2
-21,Cc1cc(C)cc(OCC(=O)OCC(=O)NCc2ccco2)c1,-11,-6,-12,-2[20 µM],-2,-6,-7[fluorescence artefact?],-1[fluorescence artefact?]
-9,CCOC(=O)c1ccc(NC(=O)CC2C(=O)N(c3ccc(F)cc3)C(=O)N2CCCOC)cc1 (stereo not drawn),-2,1,0,-5,0.015,-15,1,3
2,Cc1noc2ncnc(Sc3c(Cl)cccc3Cl)c12,-14,4,-7,-19[20 µM],1.9,-9,11,11
1,CC(C)Oc1cccc(C(=O)NC(=S)Nc2ccc3c4c(cccc24)CC3)c1,-16,10,-1,-15[20 µM],nt,-23,0,-15
-13,CN(C)C(=S)Nc1ccc([N+](=O)[O-])cc1,2,8,-4,-6,0.16,4,12,-6[fluorescence artefact?]
-2,Cc1cccc(C(=O)NN2S(=O)(=O)c3ccccc3S2(=O)=O)c1,-9,3,-7,-21,0.02,-3,-3,-20
-1,CC(C)c1nnc(SCC(=O)Nc2ccc3c(c2)OCO3)n1C,-21,9,1,-19[20 µM],-0.54,-2,-1,8
20,O=C(Cn1cnc2ccccc2c1=O)c1ccc2ccccc2c1,-5,-2,0,-11[20 µM],nt,-6,-1,-4
9,CCOC(=O)c1cc2[nH]c3ccccc3c2[n+](-c2ccc([N+](=O)[O-])cc2)c1N,4,22,-4,3,-0.25,6,2,40[fluorescence artefact?]
0,CCN(Cc1cc2ccc(C)cc2[nH]c1=O)C(=O)c1cccnc1,-13,-5,-1,-10,nt,-9,12,-10
-1,Cc1ccc(-c2nn(C)c(=O)c3ccccc23)cc1CNC(=O)c1ccccc1,2,12,2,-5,-1.8,-5,-1,-3
16,Cc1nc(-c2noc(-c3cccc(Cl)c3)n2)c(C(F)(F)F)o1,-3,-9,-3,2,0.33,-5,7,-6
-5,COc1ccc(C(C#N)N2N=C(c3ccccc3)CC2c2ccccc2)cc1OC (stereo not drawn),-6,-3,-3,-13,-0.22,-4,0[fluorescence artefact?],8
2,Cc1[nH]c(=O)[nH]c(=O)c1S(=O)(=O)NCCc1ccc(S(N)(=O)=O)cc1,-25,7,-7,-17,0.22,-6,-2,-12
-18,O=C(Nc1ccc(CSc2ccccc2)cc1)c1ccc(CN2CCOCC2)cc1,0,1,3,-3,-0.014,2,-3[fluorescence artefact?],4[fluorescence artefact?]
-1,CCCC(C1=C(O)CC(C)(C)CC1=O)C1C(=O)CC(C)(C)CC1=O (stereo not drawn),-15,-6,7,-20[20 µM],0.91,7,4[fluorescence artefact?],-7[fluorescence artefact?]
-11,CCSc1nnc(NC(=O)c2cccc(S(=O)(=O)N(C)c3ccccc3)c2)s1,0,6,-9,-14,-0.13,0,8,-11

# More results
KLK5 inh,Molecule,EBV gp42 inh,Rad51 HR inh,thrombin 1536,Furin inh,Cl transport mod,NCF1 inh,eIF4E-4G inh,14-3-3 Bad PPI
-15,CCCn1nnnc1NC(=O)c1ccc2ccccc2c1,-4,-1,-4,-1,16*,-4,0,9
-13,COC(=O)c1ccc2c(c1)N(C)C(=O)CS2,-11,-4,0,-8[20 µM],-0.023,-16,-16,-6
6,CC1(C)CC(O)C(C)(C)N1O (stereo not drawn),9,-1,5,-23,nt,-2,1,4
8,COc1ccc(NC(=O)C2CCC(N3C(=O)C4C5C=CC(C5)C4C3=O)CC2)cc1 (stereo not drawn),-4,8,3,-16[20 µM],-0.0054,-2,5,-6
-17,CCc1c(C)nc(SCc2ccccn2)[nH]c1=O,8,6,-4,-14,0.73,-2,1,2
8,CCOc1ccc2[nH]c(=O)c(CN(Cc3cccs3)Cc3nnnn3C(C)(C)CC)cc2c1,-4,-1,-3,-23,-1.3,-17,-10,26[fluorescence artefact?]

# Reformatted: results already given
Molecule: O=C(Oc1cccc2c(=O)[nH]ccc12)c1ccccc1
  KLK5 inh: -1
  EBV gp42 inh: -11
  Rad51 HR inh: 18
  thrombin 1536: 4
  Furin inh: -15
  Cl transport mod: -0.4
  NCF1 inh: -2
  eIF4E-4G inh: 9
  14-3-3 Bad PPI: 78*

Molecule: CCOC(=O)c1c(NC(C)=O)sc2c(O)cccc12
  KLK5 inh: -9
  EBV gp42 inh: -10
  Rad51 HR inh: -9
  thrombin 1536: -2
  Furin inh: -12
  Cl transport mod: -0.15
  NCF1 inh: 6
  eIF4E-4G inh: -1
  14-3-3 Bad PPI: -4

# 11 entries out of the list, sorted by formula weight, rising.
KLK5 inh,Molecule,EBV gp42 inh,Rad51 HR inh,thrombin 1536,Furin inh,Cl transport mod,NCF1 inh,eIF4E-4G inh,14-3-3 Bad PPI
-17,CCc1c(C)nc(SCc2ccccn2)[nH]c1=O,8,6,-4,-14,0.73,-2,1,2
-9,CCCCNC(=O)C1CCCN1C(=O)NC1CCCCC1 (stereo not drawn),-11,5,-1,-11[20 µM],-0.41,-11,0,4
22,C/C(N)=C(/C#N)C(=O)COC(=O)C1CCC(C(C)(C)C)CC1 (stereo not drawn),1,-3,-4,0[20 µM],nt,-3,6,0
-1,O=C(CN1CCCCCCC1)Nc1cccc(Cl)c1Cl,-10,4,-5,-14,1.3,-7,1,-4
-7,COc1cc(/C=N/N=C2/C(=O)Nc3ccccc32)cc(OC)c1O,-12,nt,-1,-23,-0.0082,-19,-10,-4
16,Cc1nc(-c2noc(-c3cccc(Cl)c3)n2)c(C(F)(F)F)o1,-3,-9,-3,2,0.33,-5,7,-6
-16,COc1ccccc1CNC(=O)COC(=O)/C=C/c1cccs1,-11,0,-18,-1,-1.1,-2,7,-6
-12,COc1ccc(NC(=O)CC2C(=O)N(C)C(=S)N2Cc2ccncc2)cc1 (stereo not drawn),0,11,5,-32,0.12,1,-2,0
2,Cc1[nH]c(=O)[nH]c(=O)c1S(=O)(=O)NCCc1ccc(S(N)(=O)=O)cc1,-25,7,-7,-17,0.22,-6,-2,-12
-1,CCCCC(=O)Nc1cc(OCC)c(NC(=O)c2ccccc2[N+](=O)[O-])cc1OCC,-26,0,1,-17[20 µM],nt,0,nt,nt
-9,c1ccc(Cn2nnnc2C(c2ccccc2)N2CCN(c3nc4ccccc4s3)CC2)cc1 (stereo not drawn),-13,-4,0,-21,nt,-1,1,6

# No enrichment for hits (roughly 4.7% active in at least one column).
